Screening results (PubChem BioAssay)
AmpC detergent = blocks E. coli AmpC beta-lactamase in detergent assay; AmpC hydrolysis of nitrocefin, absorbance 480 nm, 0.01% Triton; Potency, µM (top dose mostly 114 µM), without a hit: at the highest dose activity change, negative = inhibition, actives largely listed as inhibitors; 370,000 tested, 0.041% active; P00811;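 further: potency means the concentration at half of the fitted maximal effect; 0% = no-compound wells and -100% = no-enzyme wells; nearly all actives have a fitted effect of over 25% in size; some results filed as inactive show a strong effect at the top dose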
Target sequence (P00811 whole entry, looked up): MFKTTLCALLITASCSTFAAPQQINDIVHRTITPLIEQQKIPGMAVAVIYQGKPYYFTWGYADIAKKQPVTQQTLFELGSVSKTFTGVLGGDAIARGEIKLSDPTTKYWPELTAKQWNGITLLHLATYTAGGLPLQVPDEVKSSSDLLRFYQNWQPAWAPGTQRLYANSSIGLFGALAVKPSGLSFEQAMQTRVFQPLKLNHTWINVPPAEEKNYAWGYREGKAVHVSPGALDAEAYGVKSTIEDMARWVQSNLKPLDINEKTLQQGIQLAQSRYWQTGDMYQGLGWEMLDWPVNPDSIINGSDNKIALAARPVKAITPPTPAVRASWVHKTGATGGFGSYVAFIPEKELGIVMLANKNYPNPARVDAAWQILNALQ
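20 mM phosphate pH 7.0 + 0.01% (detergent screen) or 0.0001% Triton X-100; 5.3 nM AmpC reagent; cpd preinc 15 min RT; nitrocefin (800 uM stock) to start; A480 q20 s × 4 min; Activity was normalised to no-enzyme and no-compound control wells.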
AmpC no deterg = inhibitors of E. coli AmpC beta-lactamase without detergent; Potency, µM (highest dose often 57.1 µM), for the others: top-dose activity change, negative = inhibition, actives largely listed as inhibitors; AmpC nitrocefin hydrolysis, absorbance 480 nm, 0.0001% Triton; 330,000 tested, 0.52% active; P00811;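 further: potency means the concentration at half of the fitted maximal effect; plate controls were no compound for no effect and no enzyme for full effect; nearly all actives have a fitted effect of over 20% in size; some results filed as inactive show a strong effect at the top dose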
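AmpC (5.3 nM in the dispensed reagent) in 20 mM phosphate pH 7.0 with 0.01% (detergent screen) or 0.0001% Triton X-100 was preincubated with compounds for 15 min at room temperature. Nitrocefin was then added from an 800 uM solution, and hydrolysis was followed at 480 nm.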
Shiga toxin inh = Shiga toxin inhibition | 290,000 tested, 9.2% active | inhibition, % at 38.7 µM | Vero cells, Shiga toxin protein synthesis inhibition reporter; in the data active means inhibition mostly above about 28%, no sharp cut-off; inactive means mostly below about 43%; further: 0% is about no effect
FBPA Giardia inh = Giardia lamblia aldolase inhibition. purified Giardia FBPA. Potency, µM (highest dose often 59.6 µM), for inactives: at the top dose activity, negative = inhibition, usual class: inhibitors. 290,000 tested, 0.71% active; further: potency means the concentration at half of the fitted maximal effect; on the % scale 0 is the no-effect control and ±100 the full control effect; nearly all actives have a fitted effect of over 55% in size
Target sequence (A8B2U2 whole entry, looked up): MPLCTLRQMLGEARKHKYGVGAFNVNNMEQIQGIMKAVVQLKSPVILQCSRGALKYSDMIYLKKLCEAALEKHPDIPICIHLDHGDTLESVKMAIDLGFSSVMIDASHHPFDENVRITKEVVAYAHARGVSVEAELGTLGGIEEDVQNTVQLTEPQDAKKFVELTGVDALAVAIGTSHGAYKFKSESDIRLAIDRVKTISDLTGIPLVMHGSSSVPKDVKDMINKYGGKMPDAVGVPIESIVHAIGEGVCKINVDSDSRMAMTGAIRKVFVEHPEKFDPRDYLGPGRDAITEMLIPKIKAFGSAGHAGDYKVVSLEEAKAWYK
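Giardia FBPA (40 nM reagent) was preincubated 10 min at RT with compound (up to 57.5 uM final), then substrate plus GAPDH/TPI/NAD/arsenate coupling system with diaphorase/resazurin was added; resorufin fluorescence (525/598 nm) was read after 20 min.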
AMA1-RON2 inh = inhibitors of Plasmodium falciparum AMA1-RON2 interaction | AlphaScreen AMA1-biotinylated RON2 peptide binding | Potency, µM (series often up to 58.2 µM), without a hit: at the top dose activity change, negative = inhibition, most hits filed as inhibitors | 360,000 tested, 0.2% active;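 further: potency means the concentration at half of the fitted maximal effect; 0% = vehicle wells and -100% = peptide control; nearly all actives have a fitted effect of over 45% in size; some results filed as inactive show a strong effect at the top dose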
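AMA1 (3D7) with his tag at 25 nM final met compounds first, then biotinylated RON2 peptide at 25 nM; detection used donor plus acceptor beads, 10 µg/mL apiece, read by AlphaScreen after 30 min at room temperature.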
Cycloheximide cs = affects cycloheximide protein synthesis inhibition readout, counter-screen; AID 2314; max response, %; cell reporter, cycloheximide protein synthesis inhibition counterscreen; 300,000 tested, 12% active; in the data active means max response mostly above about 13%, no sharp cut-off; inactive means mostly below about 14%; further: read at 38.3 µM for the half of the compounds with a filed dose; 0% is about no effect
HCMV inh = human cytomegalovirus inhibition | activity change, negative = inhibition, % at 57.5 µM | AID 1259415 | 410,000 tested, 4.5% active | HFF cells, HCMV-luciferase reporter, 72 h; hits give low values; in the data active means activity change below about -60%; inconclusive means no clear call, values can overlap the other calls; inactive means above about -39%; further: on the % scale 0 is the no-effect control and ±100 the full control effect
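Human foreskin fibroblasts infected with luciferase-reporter HCMV at MOI 1 PFU/cell, compounds at two doses. Luciferase measured 72 h post infection; normalized to buffer-only basal and Salinomycin (10uM) controls.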
Numbers without * were called inactive; ? = inconclusive; nt = no result given; & = joins results of further samples; [ ] = another dose, or the depositor's remark. Unless noted, the call rests on the fitted dose curve; in most records, active means well fitted curve in the direction sought with a large enough effect; inconclusive means small, poorly fitted or top-dose-only effect, or another doubt; inactive means no such curve, though single readings can be large; an effect the other way counts as inactive or inconclusive.

SMILES	AmpC detergent	AmpC no deterg	Shiga toxin inh	FBPA Giardia inh	AMA1-RON2 inh	Cycloheximide cs	HCMV inh
CC(C)(C)NC(=O)CC1C(=O)NCCN1Cc1c(F)cccc1Cl (stereo not drawn)	10.1%	0.3%	-5.2	5.3%	8.0%	-2.9	-32.5
S=P(Nn1cnnc1)(c1ccc(Br)cc1)c1ccc(Br)cc1	-7.7%	-10.1%	5.6	-0.8%	-5.7%	10.5	-24.1
C=CCSc1nc2ccccc2[nH]1	-5.9%	-1.2%	14.5	?	44.0%[activator]	12.4	1.0
COCCOC(=O)C1=C(C)NC2=C(C(=O)CC(c3cccs3)C2)C1c1ccsc1 (stereo not drawn)	-4.2%	1.0%	-6.7	-3.5%	5.2%	-3.8	20.7
CC(NC(=O)C12CC3CC(CC(C3)C1)C2)C(=O)N/N=C/C1=C(N2CCOCC2)C(=C\c2ccccc2)/CC1 (stereo not drawn)	-10.9%	52.7%	24.6	-0.8%	17.7%	12.5	6.8
Cc1ccc2cc3cc(C(=O)NCCCN4CC(C)CC(C)C4)oc3nc2c1 (stereo not drawn)	-12.6%	-10.3%	-4.3	-4.6%	5.4%	-3.1	6.6
COc1ccc(C(=O)C23CC4CC(C2)CC(C(=O)c2ccc(OC)cc2)(C4)C3)cc1	-9.6%	11.2%[2.29 µM]	6.5	-7.1%	-1.8%	-1.5	-21.3
O=S(=O)(c1ccc(=S)[nH]c1)N1CCN(Cc2ccccc2)CC1	nt	-20.2%	nt	nt	2.1%	nt	24.3
CCn1cc(C(=O)NCC(=O)NC(C)(C)CO)c(=O)c2cc3c(cc21)OCO3	3.3%	-8.1%	-1.7	-4.3%	13.1%	1.3	-11.9
CCN(CC)C(=O)C12C(=O)Oc3ccccc3C1C2(C)C(=O)c1ccc(F)cc1 (stereo not drawn)	?	-6.7%	2.7	0.7%	6.3%	-3.6	4.1
CC(CC(=O)Nc1cccnc1)c1ccccc1 (stereo not drawn)	1.7%	-11.8%	-6.8	-0.1%	-4.0%	-1.6	-28.4
Cc1cccc(N2CCN(C(=O)CCC(=O)N3Cc4ccccc4Oc4ncccc43)CC2)c1C	0.4%	165.9%[activator]	3.0	nt	-16.6%	2.9	-93.7*
CCOP(=S)(OCC)Oc1cc(C)oc(=O)c1	-4.9%	63.1%[activator]	-7.8	?	10.1%	-2.3	2.0
O=C(CCn1c(=O)sc2ccccc21)NCCC1=CCCCC1	-9.4%	-17.3%	25.9	-3.3%	13.1%	-1.6	-20.4
COc1ccccc1CCNC(=O)CC1C(=O)NCCN1CCCc1ccccc1 (stereo not drawn)	7.1%	182.6%[activator]	-5.7	-11.7%	21.4%	-2.7	12.0
Cc1cccc(Nc2nnc(SCC(=O)NC(=O)CN3CCCC3=O)s2)c1	6.0%	-18.5%	nt	nt	19.9%	nt	58.4
CCc1nnc(NC(=O)c2ccc(-c3cc(C(F)(F)F)ccc3Cl)o2)s1	?	-26.9%	-8.1	7.2%	-3.3%	-4.8	4.8
CCOc1ccc(S(=O)(=O)N2CCN(S(=O)(=O)c3ccc(C(C)=O)cc3)CC2)cc1	-6.9%	1.3%	-4.8	1.2%	-3.0%	-1.5	6.2
CCc1ccc(C2=CC(c3cc(Br)ccc3F)n3ncnc3N2)cc1 (stereo not drawn)	-8.7%	-32.1%	28.3	0.1%	52.7%[activator]	0.9	-18.5
CC(C)(C)OC(=O)C[C@@H]1C/C=C\C[C@@H](CC(=O)N[C@H](CO)Cc2ccccc2)C(=O)NC[C@@H](c2ccccc2)OC1=O	nt	264.9%[activator]	nt	nt	9.6%	nt	-6.9

Individual results from the results shown:
AmpC no deterg with C=CCSc1nc2ccccc2[nH]1 = -1.2%
HCMV inh with CC(C)(C)NC(=O)CC1C(=O)NCCN1Cc1c(F)cccc1Cl (stereo not drawn) = -32.5
FBPA Giardia inh with CCn1cc(C(=O)NCC(=O)NC(C)(C)CO)c(=O)c2cc3c(cc21)OCO3 = -4.3%
AMA1-RON2 inh with Cc1cccc(Nc2nnc(SCC(=O)NC(=O)CN3CCCC3=O)s2)c1 = 19.9%
FBPA Giardia inh with S=P(Nn1cnnc1)(c1ccc(Br)cc1)c1ccc(Br)cc1 = -0.8%

Returning to the listing; the 3 compounds before the break are reprinted first.
SMILES	AmpC detergent	AmpC no deterg	Shiga toxin inh	FBPA Giardia inh	AMA1-RON2 inh	Cycloheximide cs	HCMV inh
CCOc1ccc(S(=O)(=O)N2CCN(S(=O)(=O)c3ccc(C(C)=O)cc3)CC2)cc1	-6.9%	1.3%	-4.8	1.2%	-3.0%	-1.5	6.2
CCc1ccc(C2=CC(c3cc(Br)ccc3F)n3ncnc3N2)cc1 (stereo not drawn)	-8.7%	-32.1%	28.3	0.1%	52.7%[activator]	0.9	-18.5
CC(C)(C)OC(=O)C[C@@H]1C/C=C\C[C@@H](CC(=O)N[C@H](CO)Cc2ccccc2)C(=O)NC[C@@H](c2ccccc2)OC1=O	nt	264.9%[activator]	nt	nt	9.6%	nt	-6.9
COc1ccccc1NC(=S)N1CCN(C(c2ccccc2)c2ccccc2)CC1	8.7%	-10.7%	1.8	1.5%	37.2%[activator]	-1.8	-20.9
Nc1nc2ccc([N+](=O)[O-])cc2[nH]1	-4.7%	-21.0%	14.8	2.9%	-9.6%	-2.8	-34.1
Cc1cccc(NC(=O)NNC(=O)c2cc3ccccc3cc2O)c1C	0.6%	?	-2.0	5.9%	44.0%[activator]	4.9	-21.0
Cc1ccc(OCC(=O)Nc2cc(S(=O)(=O)N3CCCCC3)ccc2N2CCN(C)CC2)c(C)c1	-11.7%	133.5%[activator]	nt	nt	?	nt	5.1
O=C(Nc1ncn[nH]1)C(F)(F)C(F)F	1.7%	-24.8%	-12.0	?	11.4%	-3.5	-28.6
COc1ccc(-n2cnnc2SCC(=O)Nc2cccc([N+](=O)[O-])c2)cc1	?	-12.3%	-3.0	-0.4%	0.0%	-4.9	68.8
CCCC(O)(CCC)C(=O)NN(C(=O)CCl)c1cccc(C)c1	1.9%	-10.8%	19.1	-0.3%	5.8%	4.6	-100.6*
CCOc1ccc(-c2nc(C#N)c(NCC(C)C)o2)cc1	-7.4%	-17.1%	15.0	0.6%	2.3%	-1.0	-24.3
C=CCc1ccccc1OCC(=O)N/N=C/c1ccccc1OCC	-4.0%	-15.8%	13.2	?	3.1%[2.32 µM]	9.8	-39.6
COc1c(Cl)cc(Cl)cc1C(=O)Nc1ccc(C(=O)O)cc1	-8.1%	-10.2%	1.8	23.9%	-2.1%	1.6	19.4
Cc1nc(-c2nnc(SCC(=O)Nc3ccc(C(F)(F)F)cc3)n2C)cs1	-9.0%	26.9%	13.4	9.5%	12.0%	-1.5	12.4
Cc1ccccc1N1C(=O)c2ccccc2N2C(=O)c3ccccc3C12 (stereo not drawn)	2.6%	-16.2%	-13.9	12.8%	0.0%	2.2	4.0
COc1ccccc1/C=C1\SC(=O)N(CC(=O)N(C)C2CCS(=O)(=O)C2)C1=O (stereo not drawn)	2.1%	51.1%	1.8	8.2%	1.7%	1.8	-23.6
Cc1ccccc1N(C(=O)CNC(=O)c1ccco1)C(C(=O)NC1CCCC1)c1ccncc1 (stereo not drawn)	?	-7.2%	-10.4	2.3%	9.4%	-5.2	-23.2
O=C(/C=C/c1cccc2ccccc12)NCCC1=CCCCC1	-10.2%	-32.8%	17.3	2.3%	20.5%	12.4	-7.1
CNC(=O)c1ccc2snnc2c1	?	-12.4%	-7.0	-6.8%	19.8%	-3.0	9.9
CCN1CCN(c2ncnc3sc4c(c23)CCC(C)C4)CC1 (stereo not drawn)	-0.2%	15.4%	-8.0	14.2%	4.2%	1.0	-20.0
CCc1c(C)nc2[nH]nc(NC(=O)C(F)(F)F)n2c1=O	1.0%	-8.4%	2.6	?	-3.6%	-2.9	18.8
CCOC(=O)C1=C(C(F)(F)F)Nc2ncnn2C1c1cccc(OC)c1OC (stereo not drawn)	5.6%&-6.4%	-13.3%	-3.2	2.0%	8.1%	-1.1	18.1&25.6
CCC1=C(OC(=O)N(CC)CC)N2C(=O)OC(=NCCc3c[nH]c4ccccc34)[C@]2(C)[C@H]2C1=CC[C@H]1C(=O)N(CC)C(=O)[C@H]12	-0.5%	180.1%[activator]	2.4	-3.6%&-2.1%	-7.2%	-4.3	3.8

Pulled one by one from the entries so far:
SMILES	AmpC detergent	AmpC no deterg	Shiga toxin inh	FBPA Giardia inh	AMA1-RON2 inh	Cycloheximide cs	HCMV inh
COc1c(Cl)cc(Cl)cc1C(=O)Nc1ccc(C(=O)O)cc1	-8.1%	-10.2%	1.8	23.9%	-2.1%	1.6	19.4
COc1ccc(-n2cnnc2SCC(=O)Nc2cccc([N+](=O)[O-])c2)cc1	?	-12.3%	-3.0	-0.4%	0.0%	-4.9	68.8

Later entries.
SMILES	AmpC detergent	AmpC no deterg	Shiga toxin inh	FBPA Giardia inh	AMA1-RON2 inh	Cycloheximide cs	HCMV inh
Cc1ccc(C(=O)NCCN2C3=NC[C@H](Cc4ccc(O)cc4)N3C[C@H]2Cc2ccc(O)cc2)cc1Br	-6.9%	-31.1%	-10.3	-1.9%	-25.7%	-5.6	-10.7
Cc1ccccc1NC(=O)NNC(=O)CCc1ccccc1	?	-10.6%	-12.2	1.3%	49.9%[activator]	0.9	6.5
CC(C)C(=O)Nc1ccc(S(=O)(=O)N2CC3CC(C2)c2cccc(=O)n2C3)cc1 (stereo not drawn)	-5.5%	-10.7%	9.2	-1.7%	26.5%	-0.2	-0.8
CNc1nc(NC)nc(-n2c(C(F)(F)F)nc3ccccc32)n1	-14.0%	-19.9%	-16.5	1.0%	7.0%	-5.2	-22.1
COc1ccccc1NC(=O)Nc1nnc(CC(=O)Nc2ccccc2)s1	-2.1%	-35.6%	-32.7	2.2%	nt	-2.0	-3.7
CCOc1ccccc1-c1nc(CN2CCCN(C(=O)c3ccco3)CC2)c(C)o1	-4.0%	68.2%[activator]	-10.3	nt	-6.8%	-2.0	-101.4*
O=C(Cc1ccc(Br)cc1)N/N=C/c1cccnc1	-2.8%	-3.9%	-34.3	nt	4.6%	0.4	-39.6
Cc1ccc(C)c(S(=O)(=O)Nc2ccc(C(=O)N3CC(C)OC(C)C3)cc2)c1 (stereo not drawn)	7.1%	-13.3%	nt	nt	-2.9%	nt	-5.8
COc1ccc(Cl)cc1S(=O)(=O)NCc1ccncc1	2.8%	-0.8%	-11.6	-3.8%	-1.3%	4.0	-11.4
CCOC(=O)c1ccc(NC(=O)N2CCN(C(=O)C3CCCO3)CC2)cc1 (stereo not drawn)	2.4%	-6.6%	-14.8	3.1%	11.7%	1.3	-27.7
Cc1ccc2c(c1)c1c(n2CC(O)Cn2c(C)nc3ccccc32)/C(=N\O)CCC1 (stereo not drawn)	2.4%	106.7%[activator]	-4.7	12.1%	-10.8%	-1.1	nt
Cc1cccn2c(=O)c(C=O)c(N3CCN(c4ccc(F)cc4)CC3)nc12	-0.8%	-11.9%	-5.2	1.0%	-4.1%	5.4	4.2
CCOC(=O)C1CCN(C(=O)c2ccccc2NS(=O)(=O)c2ccc(C)cc2)CC1	2.6%	46.7%	-7.1	nt	-16.2%	2.3	-32.8
